Screens: PubChem BioAssay, several laboratories
KCNQ1 pot: potentiators or activators of KCNQ1 channel, primary screen, cell-based, thallium flux, high-throughput | actives 0.35% (n = 310,000) | AID 2648, 2010 | CHO-K1 KCNQ1, thallium flux FluxOR fluorescence; active compounds read high | B-score at 10 µM;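 active = fluorescence ratio B-score, a plate-corrected score, at least three library SD, with initial intensity B-score within 5 SD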
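Doses: Single concentration per compound, DMSO matched to controls | Test system: KCNQ1-transfected CHO-K1 cells | Timing: 90 min dye loading and 20 min compound exposure, both at room temperature | Measured by: Kinetic FluxOR thallium fluorescence, 10-s 1-Hz baseline, 110-s post-stimulus read | Medium: Assay buffer with matched DMSO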
HDAC3 inh: HDAC3 deacetylase inhibitors, primary screen, biochemical, fluorescence, cell-free homogeneous | Histone deacetylase 3 (Homo sapiens), O15379 | recombinant HDAC3, fluorogenic peptide/trypsin coupled | inhibition, % at 8.3 µM | actives 0.15% (n = 320,000) | AID 2718, 2010; in the data active = inhibition above about 26%, passing the limit was not always enough; inconclusive = no clear call, values can overlap the other calls
RGS4 pot: RGS4 potentiators or activators, primary screen, cell-based, HEK293 M3R inducible RGS4, calcium flux; B-score at 10 µM; actives 0.92% (n = 310,000); carbachol calcium flux Fluo4; active compounds read low;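 active = B-score of the integrated calcium signal more than 4 SD below the library mean, with starting fluorescence not abnormally high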;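 note: negative B-score means reduced calcium response which marks RGS4 activation or potentiation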
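test system = M3R-expressing HEK293 line, RGS4 induced by doxycycline | probe or stimulus = carbachol at ECmax as muscarinic agonist stimulus | timing = dye loading 30 min 37 °C, buffer rest 30 min RT | signal = calcium dye Fluo4 fluorescence | evaluation = B score from integrated fluorescence ratio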
hERG rescue: hERG rescue from dofetilide block, primary screen, cell-based, CHO-hERG, FluxOR thallium flux, dofetilide IC70. Voltage-gated inwardly rectifying potassium channel KCNH2 (Homo sapiens), Q12809. actives 0.51% (n = 310,000). activation (rescue from dofetilide block), less the hit threshold, % at 10 µM. dofetilide IC70 present;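 active = activation above the mean of controls blocked by dofetilide plus 5 SD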;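 note: thallium influx through hERG after potassium depolarization seen as dye fluorescence rise; in these data hits start at about 4.7%; inactives centre near -7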
Target sequence (Q12809 whole entry, looked up): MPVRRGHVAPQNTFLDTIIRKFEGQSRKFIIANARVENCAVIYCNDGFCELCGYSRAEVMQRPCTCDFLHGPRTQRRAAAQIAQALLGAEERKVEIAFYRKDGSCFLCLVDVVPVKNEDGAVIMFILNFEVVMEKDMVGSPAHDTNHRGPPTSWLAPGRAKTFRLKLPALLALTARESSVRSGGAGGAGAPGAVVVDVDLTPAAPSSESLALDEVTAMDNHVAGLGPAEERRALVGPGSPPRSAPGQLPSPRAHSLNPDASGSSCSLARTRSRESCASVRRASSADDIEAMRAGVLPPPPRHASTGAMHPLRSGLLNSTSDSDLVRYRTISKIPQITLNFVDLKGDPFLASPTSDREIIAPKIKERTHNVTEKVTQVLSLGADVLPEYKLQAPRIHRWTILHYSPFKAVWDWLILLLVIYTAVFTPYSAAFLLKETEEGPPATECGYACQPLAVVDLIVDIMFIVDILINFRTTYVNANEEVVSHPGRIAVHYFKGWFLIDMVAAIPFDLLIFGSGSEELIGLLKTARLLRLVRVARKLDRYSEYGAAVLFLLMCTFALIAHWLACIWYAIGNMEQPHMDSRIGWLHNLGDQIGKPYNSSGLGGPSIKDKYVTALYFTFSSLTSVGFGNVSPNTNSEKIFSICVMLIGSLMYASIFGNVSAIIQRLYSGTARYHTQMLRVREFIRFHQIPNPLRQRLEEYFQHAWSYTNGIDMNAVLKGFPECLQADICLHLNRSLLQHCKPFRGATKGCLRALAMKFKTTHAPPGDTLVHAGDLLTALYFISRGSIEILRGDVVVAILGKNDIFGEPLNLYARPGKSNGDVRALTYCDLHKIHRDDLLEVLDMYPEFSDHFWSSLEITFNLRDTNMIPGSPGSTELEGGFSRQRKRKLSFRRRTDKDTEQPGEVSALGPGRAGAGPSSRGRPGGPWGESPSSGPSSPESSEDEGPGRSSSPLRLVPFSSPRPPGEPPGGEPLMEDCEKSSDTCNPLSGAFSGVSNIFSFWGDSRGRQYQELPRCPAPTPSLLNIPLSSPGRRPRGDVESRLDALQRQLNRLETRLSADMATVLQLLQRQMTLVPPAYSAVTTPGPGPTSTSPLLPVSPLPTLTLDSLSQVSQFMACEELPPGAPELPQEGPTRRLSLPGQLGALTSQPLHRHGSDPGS
KCNQ1 inh: inhibitors of human KCNQ1 channel, primary screen, cell-based, thallium flux, high-throughput; Potassium voltage-gated channel subfamily KQT member 1 (Homo sapiens), P51787; CHO-K1 KCNQ1, FluxOR thallium flux fluorescence; active compounds read high; B-score at 10 µM; actives 1.3% (n = 310,000);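 active = compounds whose thallium flux B-score, printed positive for inhibition, exceeds three library SD while starting fluorescence stays within three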;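 note: channel opened by potassium depolarization with thallium stimulus after 20 min compound exposure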
KCNK3 block: human KCNK3 channel inhibitors, primary screen, CHO cells, FluxOR thallium flux, B-score. B-score at 10 µM. AID 602410, 2012. FluxOR fluorescence; active compounds read low. actives 0.84% (n = 340,000);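 active = B-score under library mean minus 4 SD, starting fluorescence ratio at most library mean plus 5 SD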;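 note: more negative B-score means stronger inhibition of thallium flux through KCNK3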
GSK3 alpha inh: blockers of GSK3A enzyme activity – biochemical, luminescence, cell-free homogeneous, HTS, primary screen; Glycogen synthase kinase-3 alpha (Homo sapiens), P49840; GSK-3 alpha kinase, ADP-Glo luminescence, 60 min; inhibition, % at 10 µM; AID 2650, 2010; actives 0.1% (n = 320,000);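 in the data active = inhibition above about 50%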;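 note: GST-tagged GSK-3 alpha with peptide substrate and 25 µM ATP; 0% = DMSO neutral wells and 100% = GW8510 positive control wells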
GSK3B inh: human GSK3beta kinase inhibitors, primary screen, biochemical, cell-free homogeneous, HTS. GST-GSK3beta kinase, ADP-Glo luminescence, 60 min; active compounds read low. activity score (negative = inhibition), % at 10 µM. actives 0.038% (n = 300,000). AID 2097, 2009;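 active = more than half of replicate wells score below -50%, meaning over 50% inhibition versus plate controls; inconclusive = some replicates but at most half score below -50%; inactive = no replicate scores below -50%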;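 note: 0% = median DMSO wells and -100% = median GW8510 positive control wells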
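Test system – GST-tagged human GSK3beta kinase, cell-free · Incubation – 60 min enzyme reaction, room temperature · Signal – ADP-Glo luminescence · Also added – peptide substrate and ATP at 25 µM · Controls – DMSO neutral wells and GW8510 at 20 µM as positive · Buffer or medium – Tris/MgCl2 kinase buffer · Measure – Luminescence-derived activity versus plate DMSO and GW8510 wells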
Dyrk1A ADPGlo: rat Dyrk1A kinase inhibitors, primary screen, biochemical, single point, plate reader. Dual specificity tyrosine-phosphorylation-regulated kinase 1A (Rattus norvegicus), Q63470. ADP-Glo luminescence, NFATc1 peptide. inhibition, % at 12.5 µM. actives 0.43% (n = 310,000). AID 504441, 2011; in the data active = inhibition above about 50%;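 note: plate controls were vehicle with enzyme for no effect and no enzyme for full effect; many of its hits are not listed in these tables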
KCNK9 inh: KCNK9 potassium channel inhibitors, primary screen, HEK293 cells, thallium flux; Potassium channel subfamily K member 9 (Homo sapiens), Q9NPC2; FluxOR thallium flux fluorescence; active compounds read low; actives 1.2% (n = 310,000); B-score at 10 µM;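 active = ratio B-score over 3 SD below the library mean, with starting fluorescence within 5 SD of its mean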;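 note: negative B-score means less thallium flux so channel inhibition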
PolyA inh: polyadenylation inhibitors in yeast reporter cells, primary screen, luminescence, S. cerevisiae; S. cerevisiae SKY197-pL101 polyadenylation reporter, beta-gal luminescence; efflux-impaired pdr1/pdr3 knockout yeast; score 100 = 6 SD above DMSO; actives 0.02% (n = 300,000); calls only at 12 µM;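 active = lowest replicate activity score at least 50, where 100 means six control SD above control mean; inconclusive = lowest score under 50 but half or more replicates reach 50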;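 note: yeast exposed to compound for 9 h at 30 °C; higher score means more reporter readthrough which indicates perturbed polyadenylation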
* = called active by the depositor; i = inactive; ? = inconclusive; . = not tested or not shown. An excerpt; rates above refer to the full screens.

Every second line gives: KCNQ1 pot	HDAC3 inh	RGS4 pot	hERG rescue	KCNQ1 inh	KCNK3 block	GSK3 alpha inh	GSK3B inh	Dyrk1A ADPGlo	KCNK9 inh	PolyA inh
CCOc1cc(/C=C/c2ccc3cccc([N+](=O)[O-])c3n2)cc(Cl)c1O
 : i	-3	i	-16	i	i	-1	-5	-4	i	i
Cc1[nH][nH]c(=O)c1/C=N/N1CCOCC1
 : i	0	i	-8	i	i	-3	0	-1	i	i
Cc1ccc2nc(C)cc(N/N=C/c3ccccc3O)c2c1
 : i	-4	i	-1	i	i	2	2	4	i	i
Cn1nc(-c2ccccc2)cc1NS(=O)(=O)c1ccccc1
 : i	-2	i	-1	i	i	-2	1	-5	i	i
O=C(N/N=C/c1coc2ccccc2c1=O)c1cn(-c2ccccc2)nc1-c1ccccc1
 : i	.	i	-7	i	i	0	2	5	i	i
CC(=O)Nc1c(O)[nH]c2ccccc12
 : i	-4	i	-4	i	i	0	-3	-7	i	i
CC(=O)Nc1ccc(/C=N/NC(=O)c2cc3ccccc3nc2C)cc1
 : i	-3	i	-4	i	i	-14	-1	-2	i	i
CCCCCC(O)c1cccc(OCc2ccc3ccccc3n2)c1 (configuration not stated)
 : i	10	i	-5	6*	-9.8*	-3	-1	0	-16*	i
OCCN(Cc1ccccc1)CC1CC=CCC1 (configuration not stated)
 : i	-8	i	2	i	i	3	-1	-4	i	i
O=C(c1cc2c(cc1Br)OCCCO2)N1CCCCC1
 : i	-7	i	-6	i	i	0	0	-8	i	i
N#C/C(=C\c1ccc(F)c(Cl)c1)S(=O)(=O)c1ccccn1
 : i	-2	i	-7	i	i	-2	2	.	i	i
NS(=O)(=O)c1ccc(NC(=O)CSc2nnc(Cc3cccs3)n2-c2ccccc2)cc1
 : i	2	i	-8	i	i	1	1	5	i	.
Cc1ccccc1C(=O)N1CCN(c2ccc(NC(=O)c3ccc([N+](=O)[O-])o3)cc2)CC1
 : i	1	i	-9	i	i	0	.	0	i	i
CS(=O)(=O)N1CC(C(=O)O)Oc2ccc(CC(=O)O)cc21 (configuration not stated)
 : i	-7	i	-8	i	i	0	1	5	i	i
CN1CCN(CCCNC(=O)c2cn(C3CCCCC3)c(=O)c3c2c2ccccc2n3C)CC1
 : i	-16	i	-10	i	i	0	-4	4	i	i
CN(C)C(=O)COC(=O)c1ccccc1NC(=O)c1ccco1
 : i	3	i	-1	i	i	-3	0	4	i	i
Cc1ccccc1CC(=O)N1CCN(C(=O)C2CCCO2)CC1 (configuration not stated)
 : i	-4	i	-6	i	i	-6	1	-8	i	i
COc1ccccc1NC(=O)CCC(=O)OCc1ccc([N+](=O)[O-])cc1
 : i	2	i	-4	i	i	4	-2	-1	i	i
COc1ccccc1-c1nc2c3ccccc3nc(=S)n2[nH]1
 : i	-9	i	-9	i	i	0	1	2	i	i
CC(C)OC(=O)c1cc2ccccc2oc1=O
 : i	0	i	-3	i	i	-2	5	-7	i	i
Cc1nn(C)c(NC(=O)c2ccccc2Cl)c1Br
 : i	-1	i	-5	i	i	1	0	0	i	i
CN(C(=O)COC(=O)c1ccccc1Nc1ccccc1)C1CCS(=O)(=O)C1 (configuration not stated)
 : i	-4	i	-6	i	i	.	0	-2	i	i
CC(C)c1ccccc1OCC(=O)Nc1cc(S(=O)(=O)N2CCOCC2)ccc1N1CCCC1
 : i	12	i	-18	i	i	-1	-1	9	i	i
CCOC(=O)CCN(Cc1sccc1C)S(=O)(=O)c1ccc(F)cc1
 : i	4	i	-4	i	i	-1	2	2	i	i
CC(C)c1ccc(C(O)c2cnc(C(C)C)n2C)cc1 (configuration not stated)
 : i	12	i	-5	i	i	1	-1	-2	i	i
Cc1ccc(-c2nn(-c3ccccc3)cc2/C=C/C(=O)OCC(=O)NC2CC2)o1
 : i	-4	i	-12	i	i	-9	-3	1	i	.
Cc1ccc(C2=NNC(c3ccc(Cl)cc3)=Nc3ccccc32)o1
 : i	4	i	-5	i	i	-1	5	-3	i	i
Cc1cccc(NS(=O)(=O)c2ccc(C(=O)NCC(C)(C)N3CCOCC3)cc2)c1C
 : i	4	i	-16	i	i	0	-1	-2	i	i
COC(=O)C1=C(C)N(Cc2ccc3c(c2)OCO3)C(=O)C1
 : i	-2	i	-11	i	i	-2	1	2	i	i
Cc1cccc(NC(=O)C2C3CCCCC32)c1 (configuration not stated)
 : i	2	i	2	i	i	-1	2	-2	i	i
Cc1cc2cc(CCNC(=O)c3c(-c4ccccc4Cl)noc3C)c(=O)[nH]c2cc1C
 : i	.	i	-8	i	.	.	-1	.	i	i
Cn1cc(/C=C2\SC(=S)N(NC(=O)c3ccccc3)C2=O)c2ccccc21
 : i	0	i	9.5*	i	i	4	2	1	i	i
CC(C)(C)C(=O)Cn1nnc(-c2ccc(C(F)(F)F)cc2)n1
 : i	10	i	-7	i	i	-2	-2	-4	i	i
CCCCCCCCCCS(=O)(=O)N/N=C/c1ccc(O)cc1
 : i	2	i	-4	i	i	-3	1	-1	i	i
Cc1onc(-c2ccccc2)c1-c1nnc(-c2ccccc2C(F)(F)F)o1
 : i	-2	i	-7	i	i	1	3	0	i	i
O=C(Nc1ccc(Cl)cc1)N1CCOCC1
 : i	0	i	-4	i	i	1	-1	19	i	i
COc1cccc(NC(=O)CN(C)C(=O)Cn2c(=O)oc3ccccc32)c1
 : i	?	i	-11	i	i	4	1	13	i	i
COc1ccc(C(=O)NCc2ccc3c(c2)OCO3)cc1
 : i	-3	i	-8	i	i	-1	3	4	i	i
COc1ccc(S(=O)(=O)N2CCOCC2)cc1NC(=O)c1ccc(-n2nc(C)cc2C)cc1
 : i	-9	i	-10	i	i	0	0	3	i	i
O=C1CC(N2CCN(c3ncccn3)CC2)C(=O)N1CCc1ccccc1 (configuration not stated)
 : i	0	i	-12	i	i	2	2	0	i	i
O=C1C2C3C=CC(CC3)C2C(=O)N1/N=C/c1ccco1 (configuration not stated)
 : i	-3	i	-14	i	i	-2	0	0	i	i
O=C(NCCOc1ccccc1)c1cncc(Br)c1
 : i	1	i	-5	i	i	.	1	-3	i	i
Clc1ccc(-c2csc(-c3cccnc3)n2)s1
 : i	3	i	-8	i	i	3	2	1	i	i
O=c1c(N2CCOCC2)nsn1Cc1ccccc1
 : i	4	i	-5	i	i	-1	-2	15	i	i
O=S(=O)(Nc1cccc2[nH]ncc12)c1cccs1
 : i	-2	i	-3	i	i	9	-7	6	i	i
CN(CCC#N)C(=S)Nc1ccc(Oc2ccccc2)cc1
 : i	-2	i	-7	i	i	-2	-3	3	i	i
Cc1ccc(/C=C2\C(=N)N3N=C(CC(=O)N4CCCCC4)SC3=NC2=O)cc1
 : i	-6	i	-4	i	i	-3	2	-5	i	i
CCCCCC(=O)Nc1ccc(C(=O)COC(=O)CN2C(=O)NC3(CCCC3)C2=O)cc1
 : i	7	i	-12	i	i	-3	1	-4	i	i
Cc1ccc(CN/C=C/C(=O)c2ccc(Br)cc2)cc1
 : i	.	i	-3	i	i	.	2	0	i	i
COc1cc(/C=N\NC(=O)c2ccc(Cl)cc2)ccc1Oc1ccc([N+](=O)[O-])cn1
 : i	2	i	-11	i	i	-3	5	-3	i	i
COCCCNc1nc2nonc2nc1N1C[C@H]2CC[C@H]1C2
 : i	-2	i	-6	i	i	0	2	0	i	i
CCn1c(/C=C/Nc2ccccc2)[n+](CC)c2ccc(C(=O)OCC(F)(F)F)cc21
 : i	.	i	-30	9*	i	.	-2	-1	i	i
O=C(Nc1ccc(N2CCCC2)cc1)c1cc(Br)ccc1Cl
 : i	-2	i	-8	i	i	1	0	14	i	i
CC(C)Sc1nnc(Nc2ccccc2)s1
 : i	3	i	-9	i	i	-1	-3	-1	i	i
CCOC(=O)C1(Cc2ccc(Cl)cc2)CCN(C(C)Cc2ccc(O)c(OC)c2)CC1 (configuration not stated)
 : i	0	i	-16	13*	i	-2	-1	0	i	i
C/C(=N\NC(=O)CNC(=O)c1ccccc1F)c1ccco1
 : i	2	i	-5	i	i	-3	2	-1	i	i
CCOC(=O)C1(C)NC(c2ccccc2F)C2C(=O)N(c3cccc(C(C)=O)c3)C(=O)C21 (configuration not stated)
 : i	5	i	-14	i	i	-3	1	-3	i	i
COc1ccc(NC(=O)CNc2ccc(C#N)cc2)cc1
 : i	?	i	-17	i	i	-2	2	1	i	i
NC(=S)NNc1ccc(Cl)c(Cl)c1
 : i	1	i	-7	i	i	-2	-1	4	i	i
CCN(CCNC(=O)C1CCN(c2nnc(-n3cccc3)s2)CC1)c1ccccc1
 : i	3	i	-1	i	i	-3	3	3	i	i
O=[N+]([O-])c1ccc(N2CCN(Cc3ccccc3)CC2)s1
 : i	4	i	-5	i	i	-1	-1	1	i	i
